From PubChem
D3 ag = qHTS of D3 Dopamine Receptor Agonist: qHTS | 410,000 tested, 0.58% active | D3R DiscoveRx beta-arrestin cells, luminescence, 90 min | max activation, % | AID 652048, 2013; in the data active = max activation above about 30%; note: 0% is about no effect; mostly tested at two doses, the higher about 12 µM
Target sequence (P35462 whole entry, looked up): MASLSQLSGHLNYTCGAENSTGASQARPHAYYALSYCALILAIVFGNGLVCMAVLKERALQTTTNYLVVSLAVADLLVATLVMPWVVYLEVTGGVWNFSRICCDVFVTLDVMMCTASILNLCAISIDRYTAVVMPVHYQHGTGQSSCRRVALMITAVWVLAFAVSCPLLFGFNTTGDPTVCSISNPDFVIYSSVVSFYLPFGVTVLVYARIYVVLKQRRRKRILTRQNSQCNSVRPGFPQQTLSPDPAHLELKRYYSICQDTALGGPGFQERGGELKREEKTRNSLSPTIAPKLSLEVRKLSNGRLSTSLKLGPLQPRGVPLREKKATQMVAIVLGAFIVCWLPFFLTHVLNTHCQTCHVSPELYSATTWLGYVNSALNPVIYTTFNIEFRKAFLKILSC
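Cells at 1500/well, incubated overnight, then treated with pinned compounds (dopamine as control) for 90 min at 37 degrees C. DiscoveRx reagent added for 30 - 60 minutes at room temperature; luminescence read.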
CCT modulator = High-Throughput Screening for Modulators of Cytosolic Chaperonin Activity; purified chaperonin ATPase assay, HTRF ADP detection, 30 min; activity change, % (no concentration beside the values), hits read low; 360,000 tested, 0.3% active; AID 651819, 2012; in the data active = activity change below about -30%; note: % is set by controls: 0 for no effect and ±100 for the full control effect
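TRiC at 40 or 20 nM final (batch-dependent) in 30 mM Tris pH 7.4, 100 mM KCl, 5 mM MgCl2, 1 mM DTT, with compound at single 76 uM and 10 uM ATP, 30 min at 37 deg C. ADP detected by HTRF Transcreener, 665/615 ratio.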
EPAC2 antagonist = qHTS for Antagonist of cAMP-regulated guanine nucleotide exchange factor 2 (EPAC2): primary screen | 360,000 tested, 0.18% active | EPAC2 GEF exchange of Rap1B-BODIPY-GDP, fluorescence | AID 720708, 2013 | Potency, µM (titrated, usually from 114 µM), for the others: at the highest dose activity, negative = inhibition, usual class: inhibitors; note: potency is the fitted concentration of half-maximal effect; % is set by controls: 0 for no effect and ±100 for the full control effect; nearly all actives have a fitted effect of over 45% in size; many of its hits are not listed in these tables
MmCpn inh = Inhibitors of TCP-1 ring complex (TRiC) of Methanococcus maripaludis (MmCpn): qHTS; Chaperonin Mm-Cpn (Methanococcus maripaludis); Potency, µM (series often up to 76.9 µM), without a hit: top-dose activity, negative = inhibition, hits mostly inhibitors; purified Mm-Cpn ATPase, ADP Transcreener TR-FRET; 330,000 tested, 0.031% active; note: potency is the fitted concentration of half-maximal effect; % is set by controls: 0 for no effect and ±100 for the full control effect; nearly all actives have a fitted effect of over 80% in size
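Compound-treated chaperonin, 25 nM final, turns over 10 uM ATP at 37°C for 30 min following a 10 min preincubation; ADP generated competes with ADP-d2 for Eu-cryptate antibody, lowering FRET.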
pAkt inh = HTS Assay for Inhibitors of Akt Phophorylation: Primary Screen. activity change, % for hits at 50 µM. Neuro2A IGF-stimulated pAkt S473 HTRF, 20 min; active compounds read low. 360,000 tested, 0.32% active; in the data active = activity change below about -80%; inconclusive = mostly about -51% to -80%; note: % is set by controls: 0 for no effect and ±100 for the full control effect
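Neuro2A cells (4,500/well, DMEM with 0.5% FBS) were treated with compound at a single 50 µM final concentration, stimulated with 6 nM IGF for 20 min at 37 °C, and lysed. Phospho-Akt Ser473 was read by HTRF as 665/615 ratio ×10^4.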
EPAC2 ag = qHTS for Agonist of cAMP-regulated guanine nucleotide exchange factor 4 (EPAC2): primary screen | 360,000 tested, 0.079% active | EPAC2 activation, biochemical qHTS; response scale: 100% = 6.5 mM cAMP response | Rap guanine nucleotide exchange factor 4 (Homo sapiens), Q8WZA2 | AID 720711, 2013 | Potency, µM (top dose mostly 154 µM), for the others: at the top dose activation, actives largely listed as activators; note: potency is the fitted concentration of half-maximal effect; nearly all actives have a fitted effect of over 50% in size
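Readout is BODIPY fluorescence (480 nm excitation, 540 nm emission), which falls as labeled GDP is exchanged off Rap1B. EPAC2 at 100 nM acted on 250 nM RAP1B-BODIPY-GDP with 50 uM GDP present.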
PTHR1 agonist = qHTS for PTHR1 Agonists: Primary Screen; HEK293 GP2 PTHR1 cells, GloSensor cAMP luminescence, 1 h; Parathyroid hormone/parathyroid hormone-related peptide receptor (Homo sapiens), Q03431; Potency, µM (top dose mostly 115 µM), for the others: at the highest dose activation, most hits filed as activators; 410,000 tested, 0.075% active; AID 743266, 2014; note: potency is the fitted concentration of half-maximal effect; nearly all actives have a fitted effect of over 55% in size; some results filed as inactive show a strong effect at the top dose; inactives centre near -15; many of its hits are not listed in these tables
Target sequence (Q03431 whole entry, looked up): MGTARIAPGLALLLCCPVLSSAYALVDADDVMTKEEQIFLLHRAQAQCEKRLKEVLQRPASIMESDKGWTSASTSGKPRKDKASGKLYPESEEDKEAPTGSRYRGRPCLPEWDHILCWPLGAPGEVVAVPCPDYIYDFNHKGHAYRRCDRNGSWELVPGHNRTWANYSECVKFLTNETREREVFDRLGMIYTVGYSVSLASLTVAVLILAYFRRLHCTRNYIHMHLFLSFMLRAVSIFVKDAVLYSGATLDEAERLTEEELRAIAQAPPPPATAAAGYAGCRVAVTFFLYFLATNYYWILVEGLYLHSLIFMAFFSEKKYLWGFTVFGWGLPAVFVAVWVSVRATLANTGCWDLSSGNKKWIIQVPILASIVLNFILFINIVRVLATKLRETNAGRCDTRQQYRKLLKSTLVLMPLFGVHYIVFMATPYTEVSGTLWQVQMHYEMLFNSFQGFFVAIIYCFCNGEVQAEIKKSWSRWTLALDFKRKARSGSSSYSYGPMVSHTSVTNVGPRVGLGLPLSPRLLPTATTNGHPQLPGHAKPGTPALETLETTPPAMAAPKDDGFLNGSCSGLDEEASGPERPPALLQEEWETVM
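HEK-293-derived GP2 cells expressing PTHR1 and a GloSensor cAMP reporter, 3,000/well, plated overnight, given luciferin plus IBMX (each 0.5 mM as added) for 1 h at 37 °C, then compound for 1 h at 37 °C. Luminescence was read after 15 min at room temperature.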
D3 antag = qHTS of D3 Dopamine Receptor Antagonist: qHTS; D3R cells, DiscoveRx beta-arrestin luminescence, antagonist mode; active compounds read low; max response, negative = inhibition, %; 360,000 tested, 2.5% active; in the data active = max response below about -50%; inconclusive = no clear call, values can overlap the other calls; note: % is set by controls: 0 for no effect and ±100 for the full control effect; mostly tested at two doses, the higher about 12 µM
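Cells plated overnight at 1500 cells/well, then exposed to library compounds with dopamine controls for 90 minutes at 37 degrees C. DiscoveRx reagent added for 30–60 minutes at room temperature; luminescence read, quantitative HTS format.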
Numbers without * were called inactive; i = inactive; u = inconclusive; x = no result given; & = joins results of further samples; [ ] = another dose, or the depositor's remark. Unless noted, calls come from the whole dose curve; as a rule, active = well fitted curve in the direction sought with a large enough effect; inconclusive = small, poorly fitted or top-dose-only effect, or another doubt; inactive = no such curve, though single readings can be large; an effect the other way counts as inactive or inconclusive. These rows are one share of the data; count on the stated rates, not on these rows.

Compound | pAkt inh | PTHR1 agonist | MmCpn inh | CCT modulator | D3 antag | EPAC2 ag | D3 ag | EPAC2 antagonist
Cc1ccc(F)c(S(=O)(=O)NC(=O)C2(C)CCN2C(=O)Cc2cccc3ccccc23)c1 (stereo not given) | i | i | x | 1.7 | -2 | -3% | -1 | 6%
Nc1cc(OC(=O)c2ccco2)nn1S(=O)(=O)c1ccc(F)cc1 | i | -20% | -2% | 0.8 | 2 | 2% | 2 | -1%
CC(=O)NC(Cc1c[nH]c2ccccc12)C(=O)NCc1ccco1 (stereo not given) | i | u | 1% | 1.4 | -12 | 6% | -8 | u
COc1ccc(C2CC(=O)C(C=NCCCN3CCOCC3)=C(O)C2)cc1 (stereo not given) | i | i | -3% | -2.0 | 10 | 10% | 1 | 3%
O=c1c2ccccc2c(/C=N/c2ncn[nH]2)c(O)n1Cc1ccccc1 | i | i | u | -2.8&-1.0 | u | 6%&7% | 9&6 | -2%&8%
NCCCCCC(=O)N/N=C/c1coc2ccccc2c1=O | i | i | -1% | -3.1 | 4 | 12% | -7 | 6%
O=C(Nc1cccc(F)c1)c1cccnc1 | i | i | 0% | -0.7 | 18 | -5% | -4 | -5%
COc1cc(NC(=O)c2ccc3c(SCC(=O)O)c4c(nc3c2)CCCC4)cc(OC)c1OC | i | i | -8% | -1.6 | -13 | 9% | -4 | -14%
Cc1ccc(C)c(NC(=O)COC(=O)CCc2ccc(S(=O)(=O)N3CCOCC3)cc2)c1 | i | -25% | 2% | 1.5 | 3 | -4% | 8 | 7%
CCOc1ccc(N2C(=O)CC(SC(=NC)Nc3ccc4c(c3)OCO4)C2=O)cc1 (stereo not given) | i | -16% | 0% | -2.1 | -8 | -9% | 3 | 7%
CCCCCCN1CCN(C2CN(Cc3cn(CCCC(=O)OC)nn3)S(=O)(=O)C2)CC1 (stereo not given) | i | -2% | x | 0.8 | 8 | 4% | 5 | -13%
Cc1c(C(=O)NCc2ccccn2)oc2ccc(S(=O)(=O)N3CCOCC3)cc12 | i | -37% | -1% | -0.7 | 13 | 2% | -2 | 0%
N#Cc1ccccc1OCC(=O)OCC(=O)NC1CC1 | i | -20% | 0% | 1.7 | -21 | 9% | -2 | 15%
CCCCNS(=O)(=O)c1ccc(S(=O)(=O)NCc2ccncc2)cc1 | i | -11%[57.5 µM] | 0% | -3.3 | 7 | 8% | 5 | 1%
O=C1CC(C(=O)O)S/C(=N\NC(=O)c2ccccc2)N1 (stereo not given) | i | i | -1% | -1.8 | -8 | 5% | -10 | 7%
COc1cc(Cn2c3ccc(NC(=O)CC(C)C(F)(F)F)cc3c(=O)n2C)ccc1F (stereo not given) | i | i | x | 0.1 | 21 | 1% | 7 | -8%
CCOC(CC(=O)NNC(=O)c1c(-c2c(Cl)cccc2Cl)noc1C)OCC | i | i | -1% | 1.9 | -10 | 1% | 0 | 2%
C=CCSc1n[nH]c2nc3c(c(=O)n12)C1(CCCC1)Cc1ccccc1-3 | i | -24% | -3% | 1.3 | -12 | -3% | -8 | -2%
COc1cc(CN2CCC(C(=O)NCCC(C)C)CC2)ccc1OCc1ccccc1 | i | -32% | -1% | 1.0 | 1 | 1% | -10 | 3%
CC(=O)N(C1CC(C)C(C#N)(C#N)C1(C#N)C#N)N(C)C (stereo not given) | i | -37%[inhibitor] | 0% | 3.2 | -71* | 10% | -18 | -4%
Cc1c(C(=O)Nc2nccs2)oc2ccccc12 | i | i | x | -1.2 | -8 | 12% | -7 | 0%
O=C(c1ccco1)N1CCN(Cc2c(F)cccc2Cl)CC1 | i | -12% | 0% | -1.4 | -4 | 4% | -9 | 0%
CCOc1ccc(NC(=O)CN(C)C(=O)Cc2ccsc2)cc1OCC | i | -21% | 3% | 0.1 | -12 | 7% | -3 | 3%
CNC(=O)C12N=CNN=C1N(C)C(=O)N2C (stereo not given) | i | -23% | 1% | -1.0 | 1 | 5% | 4 | -1%
CCCSc1nc2c([nH]1)c(=O)n(C)c(=S)n2C | i | -4% | x | -0.5 | 13 | 4% | 3 | -4%
CC(=O)N(Cc1ccccc1)c1ccc(C(=O)O)cc1 | i | -1%[57.5 µM] | -8% | -1.7 | 4 | 5% | 1 | -1%
CC1(C(=O)NS(=O)(=O)c2cccc(OC(F)F)c2)CCN1C(=O)CC1CCCC1 (stereo not given) | i | -6% | x | 0.5 | 14 | 0% | -2 | 10%
O=C(CSc1ccccc1)N1CCN(S(=O)(=O)c2ccccc2F)CC1 | i | -58%[inhibitor] | 1% | 0.8 | -15 | -1% | -2 | -12%
Cc1cccc(C)c1NC(=O)C(c1ccccc1)n1c(=O)c(-c2ccco2)nc2ccccc21 (stereo not given) | i | -11% | x | x | -19 | -3% | -5 | 0%
O=C(Nc1ccc2c(c1)OCCO2)C1c2ccccc2OCC(=O)N1CCc1ccccc1 (stereo not given) | i | 1% | x | 1.2 | 1 | 4% | 7 | 0%
CSc1nnc(Cc2ccc3c(c2)OCO3)o1 | i | -3% | -1% | -0.2 | 9 | -4% | 0 | 12%
COCc1ccc(CN2CCC(n3nccc3NC(=O)CCOc3ccccc3)CC2)o1 | i | -13% | -8% | 0.6 | 7 | 2% | -5 | -2%
S=C1NC[C@H](Cc2ccccc2)N1CC1CCN(CCCC2CCCC2)CC1 | i | -41%[inhibitor] | x | -0.7 | -81* | 3% | -43 | -4%
O=C(CCS(=O)(=O)c1ccc(Cl)cc1)Nc1nc(-c2cccnc2)cs1 | i | -40%[inhibitor] | 1% | -2.1 | -2 | -6% | -4 | 1%
CCOC(=O)C1CCN(C(=O)c2cnn3c(C)cc(C)nc23)CC1 | i | -17%[57.5 µM] | -1% | -2.2 | 19 | 7% | -4 | 8%
CCc1ccc(OCC(=O)Nc2ccc(S(=O)(=O)Nc3cc(C)on3)cc2)c(Br)c1 | i | -12% | 2% | 1.5 | 9 | -1% | 8 | -19%
Cc1cc(NC(=O)COC(=O)COc2ccc3c(c2)CCC3)no1 | i | i | 1% | -1.3 | -2 | -1% | 2 | -5%
C/C(=N\NC(=O)COc1ccc(C)cc1Br)c1cc([N+](=O)[O-])cs1 | i | -38% | -2% | 1.0 | -23 | 1% | 6 | -27%
Cc1ccccc1-n1ncc2c(SCC(=O)N3c4ccccc4CC3C)ncnc21 (stereo not given) | i | i | 1% | 1.0 | -22 | 15% | -5 | 6%
CCOC(=O)N1CCN(C(=O)c2cc(OC)c(OC)c(OC)c2)CC1 | i | -17% | 0% | -0.1 | 9 | 9% | 6 | -5%
COc1ccccc1/C=C/C(=O)OCC(=O)NCc1ccc2c(c1)OCO2 | i | i | 0% | -1.1 | -14 | 8% | 0 | 1%
CC1=C/C(=N\N=C2\NC(=O)C(CC(=O)Nc3ccccc3F)S2)CC(C)(C)C1 (stereo not given) | i | i | -1% | 1.3 | 6 | -4% | 0 | -21%
CC(=O)c1ccccc1OCc1ccc(S(=O)(=O)Cc2ccccc2)cc1 | i | -33%[inhibitor] | 0% | -0.4 | 11 | 13% | 9 | -6%
NC(=O)c1ccccc1NC(=O)Nc1cccc(Cl)c1Cl | i | -4% | 2% | -2.9 | -11 | 10% | -5 | 16%
COc1c(C)cc(C(O)c2ncc(-c3ccccc3F)[nH]2)cc1C (stereo not given) | i | -53%[inhibitor] | x | 0.5 | -30 | -1% | -7 | 4%
COc1cccc(N2CCN(C(=S)NCc3ccco3)CC2)c1 | i | i | 1% | -0.7 | 22 | 11% | 1 | -13%
COc1ccc(N(Cc2ccccc2)S(=O)(=O)c2cccc(C(=O)NC3=NCCS3)c2)cc1 | i | i | -2% | 0.7 | -7 | 6% | 3 | -5%
CCOc1ccc(N(CC(=O)NC(C(C)C)C(C)C)S(=O)(=O)c2ccc(OC)c(OC)c2)cc1 | i | i | -2% | -2.0 | -3 | 7% | -1 | -1%
COc1ccc(-c2csc(/C(C#N)=C\c3ccc(OC)c([N+](=O)[O-])c3)n2)cc1 | i | -24% | -4% | -0.1 | 0 | -2% | -1 | 13%
O=C(Cc1ccccc1)Nc1cc(C(=O)c2ccccc2)ccc1N1CCOCC1 | x | -18% | 0% | 0.6 | 9 | 5% | -3 | -5%
CC1=C(C(=O)OCc2ccccc2)C(c2cccs2)N2C(=O)CCSC2=N1 (stereo not given) | i | -74%[inhibitor] | 0% | -0.5 | 1 | 10% | 1 | -21%
NC(=O)CS(=O)(=O)c1nc2ccccc2n1Cc1ccccc1F | i | i | 3% | -2.0 | 12 | 7% | -5 | -2%
NNC(=O)c1cc(Cl)ccc1Cl | i | -15% | -1% | -0.1 | -16 | 7% | -1 | 3%
O=C(Nc1cccc(Cl)c1)C1CC1c1ccccc1 (stereo not given) | i | i | x | -1.2 | 6 | 21% | -1 | -11%
CC1Cc2nc(SCC(=O)N3CCN(c4ccccc4)CC3)n(C)c(=O)c2S1 (stereo not given) | i | -43%[inhibitor] | 1% | 0.1 | 42 | 0% | 3 | -2%
Cc1cccc(N2CCN(C(=O)C3CCN(c4nnc(-n5cccc5)s4)CC3)CC2C)c1 (stereo not given) | i | -45%[inhibitor] | -1% | -0.5 | 30 | 15% | 5 | -25%
CCOC(=O)C1CCN(c2c(NC3CCCc4ccccc43)c(=O)c2=O)CC1 (stereo not given) | i | i | 0% | -6.7 | 0 | -3% | -7 | 1%
COc1ccc(/C=N/NC(=O)c2ccccc2NC(=O)c2ccco2)c(OC)c1 | i | i | 0% | -4.6 | -26 | 4% | -3 | 2%
COc1ccc2nc3oc(C(=O)Nc4ccc(OC)c(OC)c4)cc3cc2c1 | i | -24% | -1% | 0.9 | 12 | -8% | 5 | 12%
COc1c(Cl)cc(C(=O)Nc2cccnc2)cc1Cl | i | -6% | x | 1.4 | 0 | 2% | 5 | -1%

Profiles as entered above. Screens in order: pAkt inh	PTHR1 agonist	MmCpn inh	CCT modulator	D3 antag	EPAC2 ag	D3 ag	EPAC2 antagonist
COc1ccccc1/C=C/C(=O)OCC(=O)NCc1ccc2c(c1)OCO2 reads i	i	0%	-1.1	-14	8%	0	1%
Nc1cc(OC(=O)c2ccco2)nn1S(=O)(=O)c1ccc(F)cc1 reads i	-20%	-2%	0.8	2	2%	2	-1%
